# MT stabilize HCS: microtubule stabilizers in HeLa cells. HeLa tubulin immunostaining HCS, 24 h; share of cells brighter than vehicle mean+2SD. % tubulin-high responders, % at 10 µM. 200,000 tested, 0.83% active. AID 2205;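 active = plate Z-score above 3 for both tubulin-high and condensed-nucleus cell shares, with cell loss under 80%, at 10 µM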;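 also: anti alpha tubulin signal scored within the nucleus-defined area of each cell; some results filed as inactive read as strong as hits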
# Dynein cargo inh: blocks dynein driven cargo transport along microtubules | 3617.4 mouse cells, GR-EGFP nuclear translocation imaging; test concentration mostly 20 µM; stimulated with dexamethasone, 1 µM; stronger effect = lower value | z-score, hits read low | 220,000 tested, 0.47% active | AID 1381;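 active = plate z-score of nuclear minus cytoplasmic receptor signal below a set negative limit, without overly bright fluorescence or cell loss, cut at about -3.5 in these data, passing the limit was not always enough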;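 also: z-score of nuclear minus cytoplasmic ring GR-EGFP intensity difference per well; some compounds called inactive have numbers as strong as hits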
#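 Buffer or medium: tet-free medium with charcoal-stripped serum / Also added: dexamethasone agonist, 1.0 µM final, for 30 min / Timing: induction 48 h, compound 1 h, agonist 30 min / Measured by: high-content fluorescence imaging after fixation / Read-out: nuclear-to-cytoplasmic GR-EGFP distribution per well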
# bCat nuc transl: alters nuclear translocation of beta-catenin in HeLa cells; AID 1665; nuclear translocation activity, % at 5 µM; 190,000 tested, 0.3% active; immunofluorescence imaging;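 active = nuclear translocation activity above 50% at 5 µM, with a well cell count of 50 or more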;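 also: per-cell ratio of nuclear to cytoplasmic median beta-catenin stain intensity; plate controls were DMSO negative control for no effect and GSK-3 inhibitor IX positive control for full effect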
#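 Test system: HeLa cells, endogenous beta-catenin; Compound: single 5 µM dose plus 0.02–20 µM confirmation series; Times: compound exposure 24 h at 37°C; Signal: fluorescence imaging of beta-catenin antibody stain plus DAPI; Read-out: % activation, nuclear-to-cytoplasmic median beta-catenin signal ratio per cell.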
# WT yeast gro inh: growth inhibition of WT yeast, mitochondrial fusion screen; mitochondrial fusion phenotypic screen, WT strain; inhibition, % at 10 µM; 190,000 tested, 2.1% active; AID 1362; in the data active = inhibition above about 58%; tested in S. cerevisiae
# HIV fusion peptide: cell-free HIV fusion peptide-binding blockers – biochemical, uHTS, fluorescence dequenching, primary screen (AID 1986); cell-free peptide binding, fluorescence dequenching, 30 min; higher % means a stronger effect; inhibition, % at 20 µM; hits with a dose series show IC50 in µM; 290,000 tested, 0.3% active; in the data active = inhibition mostly above about 52%, no sharp cut-off; inactive = mostly below about 76%; also: some results filed as inactive read as strong as hits
# AID2073: disruptors of CaV2.2 binding to Mint1 – biochemical, HTRF (AID 2073); HTRF protein-protein interaction, Mint1-CaV2.2; higher % means a stronger effect; inhibition, % at 20 µM, or IC50 in µM where a hit was titrated; 290,000 tested, 0.19% active; in the data active = inhibition mostly above about 51%, no sharp cut-off; also: some results filed as inactive read as strong as hits
# Yfh1-depleted yeast: enhancers of respiration in Yfh1-depleted yeast, dose response, Friedreich's ataxia, plus single-dose screen (AID 1465) | S. cerevisiae Yfh1-off respiration, WST-1 reduction, 72 h; higher fold induction means a stronger effect | fold induction at 50 µM; hits with a dose series show EC50 in µM | 220,000 tested, 0.074% active;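 active = fold induction of absorbance versus untreated yeast above a set limit, then at least 30% activation at any dose in follow-up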;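 also: activators that raise dye reduction in frataxin-depleted yeast; strong numbers were not always called active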
# Autophagy mod: alters autophagy in cells | MEF GFP-LC3 puncta imaging; test concentration mostly 10 µM | calls only at 10 µM (by protocol) | 190,000 tested, 0.98% active | AID 463193;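 active = percentage of spot-positive cells more than 3 SD above its plate mean, without a fluorescence outlier flag or 80% toxicity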;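 also: spot-positive cell cutoff set from DMSO-treated cells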
# Ins promoter up: MIN6 insulin promoter up-regulation; 190,000 tested, 0.3% active; MIN6 insulin promoter-GFP reporter, high-content imaging; stronger effect = higher value; z-score at 5 µM;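 active = z-score above 3 at 5 µM with at least 500 cells counted in the well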
# WT yeast gro inh mutant strain: recorded beside WT yeast gro inh, whose call it bears; inhibition, %; mitochondrial fusion phenotypic screen, mutant strain inhibition
# Dynein cargo inh cytoplasmic EGFP: also measured in Dynein cargo inh; calls as there; z-score; measured here: cytoplasmic GR-EGFP intensity; stronger effect = higher value
# Dynein cargo inh nuclear GR-EGFP: also measured in Dynein cargo inh; calls as there; z-score; measured here: nuclear GR-EGFP intensity;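 lower value marks the stronger effect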
# Dynein cargo inh cell count: also measured in Dynein cargo inh; calls as there; z-score; measured here: cell count per field
# Ins promoter up cell count: also measured in Ins promoter up; calls as there; cell count; measured here: cytotoxicity, nuclei count;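 total cells summed across four imaged fields per well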
# bCat nuc transl cell count 5 µM: recorded beside bCat nuc transl, whose call it bears; cell count; measured here: cell count, cytotoxicity flag
# MT stabilize HCS Hoechst-high %: also measured in MT stabilize HCS; calls as there; % Hoechst-high responders; measured here: nuclear condensation Hoechst responders;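 share of cells brighter than vehicle mean plus two SD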
# MT stabilize HCS cytotoxicity %: further read-out of MT stabilize HCS, marked with its call; toxicity, %; measured here: cytotoxicity by cell density;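 0% = mean cell density of plate MIN control wells and 100% = no cells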
# Autophagy mod cell loss 18 h: second read-out of Autophagy mod, no call of its own (marks repeat the call); toxicity, %; measured here: cell loss, nuclei count;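 cell loss after 18 h compound exposure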
# * marks the source's active call; other numbers are inactive results; i = inactive; x = no result given.
SMILES,MT stabilize HCS,MT stabilize HCS Hoechst-high %,MT stabilize HCS cytotoxicity %,Dynein cargo inh,Dynein cargo inh cytoplasmic EGFP,Dynein cargo inh nuclear GR-EGFP,Dynein cargo inh cell count,bCat nuc transl,bCat nuc transl cell count 5 µM,WT yeast gro inh,WT yeast gro inh mutant strain,HIV fusion peptide,AID2073,Yfh1-depleted yeast,Autophagy mod,Autophagy mod cell loss 18 h,Ins promoter up,Ins promoter up cell count
CCOC(=O)c1cc(NC(=O)C2C3CCC(O3)C2C(=O)O)cc(C(=O)OCC)c1 (stereo not drawn),2.7,2.0,9.9,1.3,-0.16,0.59,-1.5,x,x,10,-14,1.0%,29%,i,i,10,x,x
O=C(COc1ccccc1O)NNc1ccccc1,2.6,2.8,3.2,0.24,-0.25,0.2,-0.019,5.9,770,30,37,0.3%,-3%,i,i,-9,-1.2,1448
COc1ccc(/C=C/C(=O)Oc2cccc(/C=N/NC(=O)COc3c(C)cccc3C)c2)cc1,1.0,0.8,4.8,-0.41,-0.25,-0.52,0.86,x,x,21,8,1.9%,14%,i,i,-7,x,x
O=c1[nH]c(-c2cccnc2)nc2ccccc12,4.4,1.9,2.7,-0.69,-0.26,-0.73,0.35,0.0,1099,5,19,2.6%,4%,i,i,4,-0.11,1854
COc1cccc(N2CCN(C(=O)c3cccnc3)CC2)c1,2.2,2.3,6.6,1.2,-0.27,1.2,-0.51,0.0,1180,11,17,-2.5%,-3%,i,i,-17,0.55,1123
CCOC(=O)c1ccc(CNC(=O)Cn2nnc(-c3ccccc3F)n2)o1,2.2,1.1,1.3,0.26,-0.28,0.21,-0.36,-3.6,1085,-1,4,-1.4%,1%,i,i,29,0.31,1205
O=C(Cn1cc2c(n1)CCCC2)N1CCOCC1,2.2,3.2,5.7,-0.23,-0.034,-0.071,-0.72,-0.9,1146,8,2,-3.5%,-2%,i,i,-3,0.49,1030
CN(CCc1cn[nH]c1)Cc1nc(C(c2ccccc2)c2ccccc2)no1,2.7,2.2,6.0,-0.41,-0.23,-0.29,0.58,0.2,1594,-2,-22,-0.7%,-7%,i,i,-2,-0.29,1066
Cc1ccccc1CNC(=O)c1ccccc1,1.1,1.3,6.1,-0.04,-0.057,0.3,0.19,x,x,-20,-4,-3.3%,-4%,i,i,-5,2.9,913
COC(=O)c1ccc(COc2ccccc2[N+](=O)[O-])o1,2.4,2.1,3.3,-0.26,-0.022,-0.057,0.053,0.0,909,-12,-5,0.1%,-1%,i,i,5,0.11,1290
CCOC(=O)C1=C(Nc2ccccc2)OCC1=O,2.3,1.6,3.2,0.32,-0.26,0.18,-0.65,x,x,-15,-13,-1.7%,-2%,i,i,-6,0.67,1258
COc1cccc(CN2CCCC(CNC(=O)c3ccc(F)cc3)C2)c1OC (stereo not drawn),1.3,1.1,3.1,-1,1.7,-0.028,0.78,2.4,1485,8,-1,0.3%,1%,i,i,12,x,x
O=C(C1CCN(S(=O)(=O)N2CCOCC2)CC1)N1CCN(Cc2ccccc2)CC1,4.0,2.6,7.7,0.0094,-0.27,0.32,0.33,x,x,31,15,-0.4%,22%,i,i,-3,x,x
O=C(c1ccc(Cl)cc1)N1CCC(O)(CSc2ccc(Cl)cc2)CC1,1.8,2.1,7.0,x,x,x,x,x,x,61*,55*,-0.5%,2%,i,i,1,x,x
COc1ccccc1C(=O)O/N=C(\c1ccccc1)c1ccncc1,2.0,1.4,5.1,0.98,-0.38,0.4,-0.21,-1.9,1088,-2,2,-0.6%,4%,i,i,1,0.27,1339
O=C(Cn1cnc(Cl)c1Cl)c1ccccc1,6.4,1.5,3.6,0.77,-0.36,0.64,-0.0093,-1.8,1114,5,-7,0.7%,-3%,i,i,15,-1,1279
N#CCCn1nc(-c2ccccc2)cc1Nc1ccccc1NC(=O)C(F)(F)F,1.7,2.4,6.8,0.53,-0.24,0.58,-1.3,-3.3,1118,-12,-17,3.2%,8%,i,i,9,-1.2,1445
COC(=O)c1ccc(NC(=O)CSc2ccccc2)cc1,1.7,1.1,6.4,0.32,-0.23,0.24,-0.0011,x,x,-6,20,2.9%,2%,i,i,0,-0.43,1350
COCCn1c(N2CCN(c3ccccc3)CC2)nc2c1c(=O)n(C)c(=O)n2C,2.7,1.0,4.2,-0.034,-0.17,0.041,0.4,-0.4,927,-2,-2,-2.1%,13%,i,i,21,0,1523
CC(=O)c1c(C)[nH]c(C(=O)CSc2nc3ccc(C)cc3[nH]2)c1C,2.0,1.1,11,-1.2,-0.15,-0.45,-0.02,9.1,1023,-7,10,-3.1%,-2%,i,i,-1,0.36,1954

# Ordered by the number under WT yeast gro inh mutant strain (falling): 3 of the compounds above
smiles	MT stabilize HCS Hoechst-high %	Dynein cargo inh	Dynein cargo inh cytoplasmic EGFP	Dynein cargo inh nuclear GR-EGFP	Dynein cargo inh cell count	WT yeast gro inh mutant strain	HIV fusion peptide	AID2073
COc1cccc(N2CCN(C(=O)c3cccnc3)CC2)c1	2.3	1.2	-0.27	1.2	-0.51	17	-2.5%	-3%
CCOC(=O)c1ccc(CNC(=O)Cn2nnc(-c3ccccc3F)n2)o1	1.1	0.26	-0.28	0.21	-0.36	4	-1.4%	1%
CCOC(=O)C1=C(Nc2ccccc2)OCC1=O	1.6	0.32	-0.26	0.18	-0.65	-13	-1.7%	-2%

# New compounds follow.
SMILES,MT stabilize HCS,MT stabilize HCS Hoechst-high %,MT stabilize HCS cytotoxicity %,Dynein cargo inh,Dynein cargo inh cytoplasmic EGFP,Dynein cargo inh nuclear GR-EGFP,Dynein cargo inh cell count,bCat nuc transl,bCat nuc transl cell count 5 µM,WT yeast gro inh,WT yeast gro inh mutant strain,HIV fusion peptide,AID2073,Yfh1-depleted yeast,Autophagy mod,Autophagy mod cell loss 18 h,Ins promoter up,Ins promoter up cell count
COc1cccc(CC(NC(C)=O)C(=O)NC2CCN(c3nnnn3-c3ccccc3)CC2)c1 (stereo not drawn),1.6,0.9,1.0,-0.011,-0.2,-0.63,-0.12,-0.8,1306,6,13,2.5%,3%,i,i,1,-0.7,1540
CCOC(=O)Cc1c(C)nc(Cc2ccc(OC(C)C)cc2)[nH]c1=O,2.6,2.2,2.8,-0.73,-0.28,-0.46,1.3,-0.8,994,-5,7,0.9%,24%,i,i,2,0.72,1609
C#CCOCCOCCOCCNc1nc(N2CCN(C(=O)[C@H](CCC(=O)O)n3cc(C(N)Cc4ccc(O)cc4)nn3)CC2)nc(N2CCN(C(=O)[C@H](CCC(=O)O)n3cc(C(N)[C@H](C)CC)nn3)CC2)n1 (stereo partly drawn),2.3,1.5,7.2,0.32,-0.11,0.47,-0.78,-3.8,1073,-18,-14,-1.1%,-3%,x,i,2,-0.57,1473
CC1(C)C(c2ccccc2)=[N+]([O-])CN1O,3.6,2.4,2.1,-0.32,0.12,-0.36,1.1,-3.1,1015,0,-9,-0.7%,3%,i,i,1,-0.26,1137
COc1ccc(O)c(C(=O)c2cnn(C(=O)c3cccc(S(=O)(=O)N4CCOCC4)c3)c2)c1,3.9,2.1,25,0.68,0.19,0.91,-0.85,0.7,993,10,2,-2.8%,20%,i,i,7,0.23,1234
COc1ccc(C(NC(=O)c2ccc(F)cc2)c2ccccc2)cc1 (stereo not drawn),2.9,2.1,6.4,-0.7,-0.18,-0.39,0.0077,0.2,1090,3,-2,2.6%,2%,i,i,20,-0.17,1460
COc1cc2c(cc1NC(=O)c1cccc([N+](=O)[O-])c1C)oc1ccccc12,4.5,25,11,0.047,-0.17,0.49,0.54,2.1,1317,-6,-8,0.2%,0%,i,i,-20,-0.32,1695
Cc1ccc(C(=O)N2CC(C)OC(C)C2)cc1[N+](=O)[O-] (stereo not drawn),3.9,2.3,9.0,0.27,-0.14,0.058,0.58,-2.3,1109,-14,-23,1.0%,-5%,i,i,-9,0.67,1538
CCOc1ccc(Cn2nnc(C(=O)Nc3ccc(OC)cc3OC)c2N)cc1,5.9,3.2,5.8,-1.3,0.011,-0.33,0.38,-0.2,1113,8,-18,1.0%,16%,i,i,0,-0.36,1759
O=C(Nc1ccc(C(O)(C(F)(F)F)C(F)(F)F)cc1)c1ccc(Cl)c([N+](=O)[O-])c1,3.1,3.1,3.3,-0.92,-0.089,-0.78,-1.9,-1.2,935,74*,18*,1.7%,2%,i,i,-4,x,x
Cc1ccc(-c2ccc(/C=N/NC(=O)CN3CCCC3)o2)cc1Cl,1.4,2.5,7.5,-0.85,-0.28,-0.34,0.38,-0.9,1386,13,14,-1.5%,6%,i,i,-2,-0.43,1038
CC(C)CNC(=S)Nc1ccc(S(N)(=O)=O)cc1,5.9,3.3,8.1,-0.18,-0.28,-0.11,-0.083,x,x,-10,24,-1.4%,-34%,i,i,6,0.76,1266
COc1ccc(/C=N/n2c(=S)n(C)c3ccccc32)cc1OC,1.5,1.4,7.4,0.25,-0.049,0.34,-0.082,-0.7,1216,20,43,1.6%,-3%,i,i,-5,-0.8,977
Nc1nc2ccc(Oc3ccccc3)cc2s1,4.3,3.2,2.6,-0.75,-0.29,-0.23,1.1,-0.4,1090,20,25,0.3%,-8%,i,i,11,0.58,1272
COc1ccc(N(CC(=O)Nc2ccc(F)cc2)S(=O)(=O)c2ccccc2[N+](=O)[O-])c(OC)c1,1.7,2.8,0.5,-0.47,-0.097,-0.38,0.081,0.6,1552,-23,-24,0.3%,3%,i,i,18,0.21,1098
COc1cccc(CN2C(=O)CCC2(C)C(=O)NC2CCCCCC2)c1 (stereo not drawn),4.5,1.5,1.1,1.2,-0.4,0.98,-0.37,-4.3,920,-24,-25,1.3%,13%,i,i,-2,0.08,1673
O=C(C(Sc1ccccc1)c1ccc(Br)cc1)N1CCOCC1 (stereo not drawn),4.6,2.9,5.3,-0.5,-0.25,-0.4,0.2,-2.4,1072,-2,-3,-2.2%,-2%,i,i,0,1.1,1727

# Screening data from PubChem BioAssay.
